# HPDE-C7 cytotoxicity: HPDE-C7 pancreatic duct cell viability loss – fluorescence, HTS (AID 430); HPDE-C7 pancreatic duct cells viability, fluorescence; higher % means a stronger effect; actives 1.8% (n = 63,000); cytotoxicity, % at 10 µM, or EC50 in µM where a hit was titrated;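 further: cells exposed to compound for 48 hours before viability readout; 0% = vehicle and 100% = reference cytotoxic drug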
# PMK inhibit: inhibitors of Streptococcus pneumoniae phosphomevalonate kinase | purified PMK, PK/LDH-coupled NADH absorbance 340 nm | inhibition, % at 10 µM | actives 0.49% (n = 65,000) | AID 539;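 active means top-ranked compounds by inhibition in the single 10 µM screen, taking a fixed number of the strongest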;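 further: 0% = full reaction with DMSO carrier and 100% = background rate without enzyme reaction; no value below 0 was filed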
# HPDE-C7K KRASV12: viability loss of HPDE-C7K cells – cell-based, fluorescence, HTS, primary screen (AID 431) | HPDE-C7K KRASV12 cells, Alamar Blue viability, 48 h; higher % means a stronger effect | actives 1.7% (n = 63,000) | cytotoxicity, % at 10 µM; hits with a dose series show EC50 in µM;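 active means compounds whose percent cytotoxicity in the single-dose primary screen, scaled between solvent and toxic-drug controls, exceeds 50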;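 further: 0% = DMSO solvent wells and 100% = doxorubicin-treated wells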
# LYP inhibition: inhibition of human PTPN22 tyrosine phosphatase – biochemical, DiFMUP fluorescence, recombinant catalytic domain, 10 µM, primary screen (AID 606) | recombinant LYP catalytic domain, DiFMUP fluorescence; higher % means a stronger effect | inhibition, % at 10 µM; hits with a dose series show IC50 in µM | 52,000 tested, under 10 active;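 active means IC50 under 40 µM in the dose-response test; inactive means IC50 of 40 µM or more, or never dose-tested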
# DPM-DC inhibit: inhibitors of Streptococcus pneumoniae diphosphomevalonate decarboxylase; calls only at 10 µM; actives 0.49% (n = 65,000); AID 556; purified DPM-DC, PK/LDH coupled NADH fluorescence;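 active means the 320 compounds with the highest percent inhibition in the single-dose primary screen, excluding strongly autofluorescent ones, cut at about 32% in these data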;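 further: kinetic rate of NADH fluorescence loss reporting ADP formed by the decarboxylase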
# Bfl-1 inhibitors: displacement of Bid BH3 peptide from Bfl-1 – biochemical, fluorescence polarization, FITC-Bid, mouse, primary screen (AID 432). FITC-Bid BH3 peptide fluorescence polarization displacement; higher % means a stronger effect. one-dose displacement, % at 20 µM; IC50 in µM for titrated hits. actives 0.02% (n = 64,000); in the data active means a potency from the dose series; inactive means the rest, 99 in 100 with displacement below about 15%; further: strong numbers were not always called active
# HT1080 viability: cytotoxicity in HT1080 fibrosarcoma cells, cell-based, fluorescence readout (AID 620). HT1080 viability, fluorescence; higher % means a stronger effect. cytotoxicity, % at 10 µM; hits with a dose series show EC50 in µM. actives 0.42% (n = 87,000);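 further: cells exposed to compound overnight then 4 h with Alamar Blue; 0% = vehicle DMSO and 100% = killing control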
# MK inhibit: inhibitors of Streptococcus pneumoniae mevalonate kinase; purified MK, PK/LDH-coupled NADH absorbance 340 nm; inhibition, % at 10 µM; actives 0.48% (n = 65,000); AID 555;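 active means ranked among the strongest by inhibition in the single 10 µM screen, a fixed top-ranked set picked for dose follow-up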; further: no value below 0 was filed
# Alkaline phosphatase: human TNAP enzyme inhibitors, biochemical, luminescent (AID 518). one-dose inhibition, % at 20 µM; IC50 in µM for titrated hits. purified TNAP enzyme, luminescent substrate readout; higher % means a stronger effect. actives 0.09% (n = 64,000); in the data active means a potency from the dose series; inactive means the rest, 99 in 100 with inhibition below about 22%;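 further: plate controls were vehicle for no effect and reference inhibitor for full effect; many of its hits are not listed in these tables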
# PMK inhibit pilot replicates: recorded beside PMK inhibit, whose call it bears; inhibition, %; measured here: pilot screen replicates
# MK inhibit pilot replicates: second read-out of MK inhibit, no call of its own (marks repeat the call); inhibition, %; measured here: pilot screen replicates
# DPM-DC inhibit pilot screen %: further read-out of DPM-DC inhibit, marked with its call; inhibition, %; measured here: pilot screen trials
# Active calls of the source: *; i = inactive; . = no result given. Unless noted, no stated cut-off is given here; in the data, active means cytotoxicity above about 50%; inactive means the rest.
SMILES,HPDE-C7 cytotoxicity,PMK inhibit,HPDE-C7K KRASV12,LYP inhibition,DPM-DC inhibit,Bfl-1 inhibitors,HT1080 viability,MK inhibit,Alkaline phosphatase,others
CCOC(=O)c1c(C)n(CC(O)c2ccccc2)c2ccc(O)cc12 (stereo not given),0%,7,-8%,5%,i,8%,-20%,0,18%,
CCn1ncc(C2=NOC(C(=O)N3CCC(C(N)=O)CC3)C2)c1C (stereo not given),-22%,10,-6%,-5%,i,-8%,-4%,0,8%,PMK inhibit pilot replicates=0.5;MK inhibit pilot replicates=2.5;DPM-DC inhibit pilot screen %=1.5
CCOC(=O)Cc1cc(=O)[nH]c(Nc2nc3ccccc3o2)n1,-17%,7,-12%,5%,i,1%,1%,8,34%,
O=C(COc1cc(Cl)c(Cl)cc1Cl)Nc1ccncc1,15%,6,17%,-1%,i,2%,0%,16,12%,
Cc1ccc(C(=O)OCC(=O)Nc2ccc3c(c2)OCO3)o1,-16%,2,-6%,.,i,-7%,-5%,6,8%,PMK inhibit pilot replicates=6.0;MK inhibit pilot replicates=0.0;DPM-DC inhibit pilot screen %=0.5
CSc1ccc(S(=O)(=O)Nc2c(C)cccc2C)cc1,-6%,4,-32%,0%,i,-7%,0%,6,10%,
Cc1cc(=O)[nH]c(Cc2ccc(OC(C)C)cc2)n1,-18%,3,-6%,3%,i,-7%,-4%,0,3%,
COc1cc2nc(SCC(=O)NCCc3ccccc3)n(Cc3ccco3)c(=O)c2cc1OC,-3%,16,-4%,-1%,i,-5%,14%,4,10%,
CCSc1ccccc1C(=O)Nc1nncs1,6%,9,0%,13%,i,4%,3%,7,3%,
O=C(C1Cc2ccccc2O1)N1CCCCC1 (stereo not given),-13%,0,-24%,.,i,7%,-2%,6,11%,
CCCOc1c(OC)cccc1C1CC(=O)Nc2cc3c(cc21)OCCO3 (stereo not given),70%*,8,69%*,.,i,3%,-4%,0,7%,
C=CCn1c(SCc2cccc(C#N)c2)nnc1-c1ccccc1O,-13%,0,-4%,-4%,i,-4%,7%,8,22%,PMK inhibit pilot replicates=0.0;MK inhibit pilot replicates=0.5;DPM-DC inhibit pilot screen %=0.0
Cc1cc(C(=O)CSc2nnnn2C)c(C)n1-c1cccc(F)c1,-2%,10,9%,8%,i,-4%,9%,7,10%,
Cc1ccc(NC(=O)C2CC(=O)NC(N3CCc4ccccc43)=N2)cc1 (stereo not given),2%,0,5%,.,i,-2%,20%,0,0%,
O=C(CN1CCOc2ccccc21)N1CCC(Cc2ccccc2)CC1,1%,10,-5%,-11%,i,-4%,-6%,1,4%,
CCCCCc1c(C)nc(Nc2ccccc2)[nH]c1=O,-22%,3,-29%,-2%,i,1%,-4%,0,11%,
Cn1c(NCCCN2CCOCC2)nc2c1c(=O)n(Cc1ccc(Cl)cc1Cl)c(=O)n2C,44%,0,51%*,17%,i,-4%,8%,5,12%,
Cn1c(/C(C#N)=C2/CCCCCN2)nc2ccccc21,-4%,0,3%,16%,i,1%,-2%,2,3%,
CCc1c(C)nc(N)n2c(SCC(=O)Nc3ccccc3OC)nnc12,9%,8,11%,4%,i,-2%,-15%,3,8%,
Cn1cccc1C(=O)OCc1cc(Cl)cc2c1OCOC2,1%,6,0%,.,i,-3%,-2%,1,13%,
Cc1noc(C)c1C(=O)NCc1ccco1,-5%,1,0%,-21%,i,3%,8%,9,7%,
CC(C)(C)NC(=O)Nc1ccccc1C(N)=O,-3%,1,-1%,.,i,-5%,1%,9,3%,PMK inhibit pilot replicates=0.0;MK inhibit pilot replicates=0.0;DPM-DC inhibit pilot screen %=1.5
O=C(c1ccc(O)cc1)c1ccc(C(=O)O)c(C(=O)O)c1,12%,7,-2%,9%,i,1%,-2%,0,19%,
CCOCCCNc1nc2c(c(=O)n(C)c(=O)n2C)n1CCCc1ccccc1,-16%,4,-22%,.,i,-9%,-1%,12,13%,
CC(C)C(=O)Nc1cccc(C(=O)Nc2ccc3c(c2)OCO3)c1,3%,13,5%,.,i,-1%,18%,7,7%,

# Overlap with the part before: 2 compounds, followed by the next part.
SMILES,HPDE-C7 cytotoxicity,PMK inhibit,HPDE-C7K KRASV12,LYP inhibition,DPM-DC inhibit,Bfl-1 inhibitors,HT1080 viability,MK inhibit,Alkaline phosphatase,others
CCOCCCNc1nc2c(c(=O)n(C)c(=O)n2C)n1CCCc1ccccc1,-16%,4,-22%,.,i,-9%,-1%,12,13%,
CC(C)C(=O)Nc1cccc(C(=O)Nc2ccc3c(c2)OCO3)c1,3%,13,5%,.,i,-1%,18%,7,7%,
CCOC(=O)N1CCN(CC(=O)c2c(C)[nH]c3ccccc23)CC1,-13%,0,-10%,3%,i,10%,5%,12,9%,PMK inhibit pilot replicates=1.0;MK inhibit pilot replicates=0.0;DPM-DC inhibit pilot screen %=4.5
COc1ccc(C)cc1N(CC(=O)Nc1cccc(N(C)S(C)(=O)=O)c1)S(C)(=O)=O,6%,9,11%,3%,i,1%,5%,11,4%,
O=c1c2ccccc2nnn1CSc1nnc(-c2cccnc2)n1-c1ccccc1F,-7%,0,5%,14%,i,-7%,-1%,15,9%,
COc1ccc(C(=O)N2CCN(C3CCC(c4ccccc4)CC3)CC2)cc1OC (stereo not given),-2%,0,8%,1%,i,-3%,-6%,3,18%,PMK inhibit pilot replicates=5.0;MK inhibit pilot replicates=0.5;DPM-DC inhibit pilot screen %=2.0
Cc1nc(CCNC(=O)COc2ccccc2)cs1,-2%,9,-1%,0%,i,0%,1%,3,8%,
CCCCn1c(SCC(=O)NCc2ccco2)nnc1-c1ccoc1C,-14%,9,-26%,1%,i,1%,10%,5,0%,
COC(=O)CSc1nnc(SCc2ccccc2)s1,-32%,7,-20%,6%,i,3%,4%,5,2%,
O=C(Nc1nnc(-c2ccccc2Cl)o1)c1ccco1,7%,9,5%,12%,i,-8%,4%,8,12%,
Cc1cccc2cc(CN(CC3CCCO3)C(c3nnnn3Cc3ccco3)C(C)C)c(=O)[nH]c12 (stereo not given),.,0,.,5%,i,2%,-5%,6,14%,
C(=C\c1ccccc1)/CSc1nnc(-c2ccncc2)n1Cc1ccco1,-14%,0,-11%,16%,i,-1%,-2%,3,10%,
CCOC(=O)C1=C(C)N(C)C(=O)NC1c1ccccc1OC (stereo not given),-14%,8,-17%,7%,i,-3%,-1%,4,4%,PMK inhibit pilot replicates=2.5;MK inhibit pilot replicates=1.0;DPM-DC inhibit pilot screen %=0.0
Cc1nc(N2CCN(C(=O)c3ccc(Cl)cc3)CC2)c(C#N)c2c1COC(C)(C)C2,1%,8,-1%,8%,.,-1%,-11%,2,6%,
CCN(CC)S(=O)(=O)c1ccc(OC(C)C)nc1,1%,0,-12%,2%,i,0%,-8%,12,16%,
Fc1cccc(NCc2cn3ccccc3n2)c1,-13%,12,-14%,13%,i,-2%,5%,4,10%,PMK inhibit pilot replicates=1.0;MK inhibit pilot replicates=0.0;DPM-DC inhibit pilot screen %=3.0
CCCCn1c(S(=O)(=O)O)nc2ccccc21,6%,12,-9%,.,i,-9%,-2%,8,-5%,
C=CCn1c(-c2ccccc2)c[nH]c1=S,-20%,11,-5%,-7%,i,-3%,-6%,14,-20%,PMK inhibit pilot replicates=0.5;MK inhibit pilot replicates=0.5;DPM-DC inhibit pilot screen %=2.5
COc1ccc(CCNC(=O)C2CC2)cc1OC,-9%,1,-4%,10%,i,-4%,0%,7,10%,
c1ccc(N2CC[N+]3(CCCC3)CC2)nc1,-9%,13,-16%,6%,i,-2%,3%,12,8%,
CCc1cccc(C)c1NC(=O)CSc1nnc(-c2cc3cc(Br)ccc3o2)n1CC,.,2,.,11%,i,7%,1%,1,-1%,
Clc1ccccc1-c1nnc2sc(C3COc4ccccc4O3)nn12 (stereo not given),.,15,.,-3%,i,.,3%,13,.,
O=C(NCc1ccco1)[C@@H]1CSC2c3ccccc3C(=O)N21 (stereo not given in full),-12%,9,-18%,-6%,i,-1%,0%,5,8%,
Cc1cccc2cc(CN(Cc3cccs3)Cc3nnnn3Cc3ccccc3)c(=O)[nH]c12,32%,10,45%,-7%,i,-6%,.,0,10%,
Cc1ccc(Cl)cc1N1CCN(C(=O)Cn2ccc3ccccc3c2=O)CC1,35%,0,24%,.,i,3%,-10%,.,6%,
COc1ccccc1C1(CC(=O)N2CCOCC2)CCOC(C(C)C)C1 (stereo not given),6%,16,-15%,9%,i,14%,-4%,0,10%,PMK inhibit pilot replicates=0.0;MK inhibit pilot replicates=5.0;DPM-DC inhibit pilot screen %=1.0
COc1ccc(S(=O)(=O)N2CCN(Cc3cccc(Cl)c3)CC2)cc1,5%,2,6%,3%,i,-4%,-8%,0,8%,

# Next part
SMILES,HPDE-C7 cytotoxicity,PMK inhibit,HPDE-C7K KRASV12,LYP inhibition,DPM-DC inhibit,Bfl-1 inhibitors,HT1080 viability,MK inhibit,Alkaline phosphatase,others
COc1ccc2cc3cc(C(=O)NCC4CCCO4)oc3nc2c1 (stereo not given),-7%,7,-19%,.,.,2%,-8%,0,26%,PMK inhibit pilot replicates=3.5;MK inhibit pilot replicates=1.0
CCSc1nc2cc(OC)c(OC)cc2c(=O)n1CC,-1%,3,-1%,-8%,i,-6%,-2%,2,5%,
O=C(Cn1cc2c(n1)CCCCC2)NC1CCN(Cc2ccccc2)CC1,10%,11,12%,8%,i,-5%,-1%,1,5%,
Cc1cc(=O)oc(C)c1C(=O)N1CCN(C)CC1,8%,0,12%,.,i,0%,33%,6,5%,
O=C(CSc1nc2ccsc2c(=O)n1NC(=O)c1ccccc1)Nc1nccs1,-33%,14,-18%,11%,i,15%,-2%,0,-18%,PMK inhibit pilot replicates=3.0;MK inhibit pilot replicates=0.0;DPM-DC inhibit pilot screen %=0.0
COc1ccc(CCNC(=O)CCCCn2c(=O)[nH]c3ccccc3c2=O)cc1OC,-8%,9,-4%,-11%,i,-6%,10%,3,6%,
CCc1c(C)c2c(C)[nH]nc2oc1=O,-21%,7,-12%,-2%,i,-6%,6%,9,18%,
CC1=C(C(=O)OCC(C)C)C23C(=O)c4ccccc4C2(O1)OC(N)=C3C#N (stereo not given),-17%,3,0%,.,i,5%,2%,.,8%,
O=C(O)c1cnccn1,.,0,.,8%,i,.,-6%,2,.,
CCCCn1nnnc1SCC(=O)Nc1sc2c(c1C#N)CCCC2,-9%,4,11%,5%,i,2%,9%,0,14%,
Brc1ccc(-c2nnc3sc(CN4CCN(c5ccccc5)CC4)cn23)cc1,7%,9,2%,.,i,-4%,13%,3,4%,
CCOC(=O)c1cccc(NC(=O)c2cnccn2)c1,-1%,10,11%,6%,i,-6%,-4%,10,-7%,
COc1ccc2c(Cl)c(C(N)=O)sc2c1,-20%,7,-20%,7%,i,-5%,-6%,5,13%,
Cc1cc(-n2c(C)cc(C(=O)CSc3nnnn3-c3ccc(Cl)cc3)c2C)no1,-7%,8,1%,1%,i,6%,-6%,1,11%,PMK inhibit pilot replicates=1.5;MK inhibit pilot replicates=0.0;DPM-DC inhibit pilot screen %=0.0
Cc1sc2c(c1C)CN(Cc1ccco1)CN2C(=O)c1ccccc1,2%,16,2%,6%,i,-7%,9%,0,27%,
